CXXC DNA block: inhibitors of human MLL CXXC domain-DNA interaction. MLL-CXXC / FITC-HOXA9 DNA fluorescence polarization. Potency, µM (doses to about 115 µM), without a hit: top-dose activity change, negative = inhibition, hits mostly inhibitors. hit rate 0.037% among 290,000; active means well fitted inhibition curve with a large enough effect in the polarisation, with a control signal flat, not every such curve was filed as active; inconclusive means small, poorly fitted or top-dose-only effect, or effect the other way, or a change in a side signal; inactive means no such curve, though single readings can be large or run the other way; the % refers to the polarisation; further: potency means the concentration at half of the fitted maximal effect
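Steps: dispense CXXC domain solution (7 uM) → pin compounds or unlabeled HOX-A9 DNA control → 5 min ambient → add FLSN-HOX-A9 solution (50 nM) → spin → 30 min ambient → fluorescence polarization. Tris pH 7.5/NaCl/DTT/BSA buffer.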
a7 integrin act: activators of alpha7 integrin expression for muscular dystrophy | alpha7betagal myoblasts, beta-gal FDG fluorescence, 48 h | AID 624291 | hit rate 0.064% among 350,000 | Potency, µM (doses to about 38.3 µM), for the others: top-dose activation, most hits filed as activators;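 further: potency means the concentration at half of the fitted maximal effect; 100% = response of the positive control SU9516; nearly all actives have a fitted effect of over 60% in size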
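alpha7betagal+/- myoblasts (passage 13, 250/well) treated 48 h at 37C with compounds at 1:260 dilution of DMSO stock. Lysed, then beta-galactosidase activity read as FDG fluorescence (ex 480/em 540) after 30 min, with pre-read for autofluorescence.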
AT treatment: potential ataxia-telangiectasia treatments restoring KAP-1 phosphorylation; […] A-T fibroblasts, KAP-1 phosphorylation AlphaLISA; neocarzinostatin DNA damage 30 min before lysis; Potency, µM (titrated, usually from 57.5 µM), inactives show at the top dose activation, most hits filed as activators; hit rate 0.19% among 320,000; AID 485349; further: potency means the concentration at half of the fitted maximal effect; % of control where 0% means no effect; nearly all actives have a fitted effect of over 45% in size
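ATM-like activity read as KAP-1 phosphorylation via AlphaLISA donor/acceptor antibody pairs after lysis and 6 hr at 25C. Cells were ATM-null patient fibroblasts ([…], hTERT), dosed 60 min, then exposed to the DSB inducer NCS for 30 min.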
ASM inhibitor: inhibitors of human secretory acid sphingomyelinase; P17405; placental ASM, HMU-PC fluorogenic substrate, 60 min; Potency, µM (doses to about 57.5 µM), for the others: at the top dose activity change, negative = inhibition, most hits filed as inhibitors; hit rate 0.006% among 340,000; further: potency means the concentration at half of the fitted maximal effect
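Steps: dispense placental human ASM, pin compound, wait 10 min at room temperature, add HMU-PC0 substrate at 9 uM final, incubate 60 min at 37 °C, add stop solution raising pH to 10, read fluorescence.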
MBNL1 CUG block: inhibitors of human MBNL1 binding to CUG repeat RNA; hit rate 0.036% among 280,000; Potency, µM (highest dose often 57.5 µM), inactives show at the highest dose activity change, negative = inhibition, hits mostly inhibitors; TR-FRET MBNL1-His/biotin-(CUG)12 binding, 665/545 ratio; Q9NR56; active means well fitted inhibition curve with a large enough effect in the signal ratio, with a control signal flat, not every such curve was filed as active; inconclusive means small, poorly fitted or top-dose-only effect, or effect the other way, or a change in a side signal; inactive means no such curve, though single readings can be large or run the other way; the % refers to the signal ratio; further: potency means the concentration at half of the fitted maximal effect; on the % scale 0 is the no-effect control and ±100 the full control effect
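MBNL1-His + Biotin-(CUG)12, cpd titration 92 nM–58 uM; Tb anti-His Ab 0.055 ng/ul, SA-XL665 5 nM (final); 60 min RT; ratiometric 665/545 nm, Ex 340 nm; normalized to buffer and full-complex controls.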
TSHR antag: antagonists of human thyroid stimulating hormone receptor. hit rate 0.2% among 330,000. TSHR-expressing cells, TSH-stimulated cAMP HTRF, 2 h; hits give low values. activity change, negative = inhibition, % at 11.5 µM. P16473;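 active means activity change below a set negative limit, meaning inhibition stronger than a set level, cut at about -70% in these data; inconclusive means activity change between two set negative limits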; further: on the % scale 0 is the no-effect control and ±100 the full control effect
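Competitive HTRF cAMP read-out (cryptate anti-cAMP antibody, cAMP-d2; 30 min, room temperature) in freshly harvested TSHR cells. Compounds added before TSH at EC80 (4nM final), followed by 2 hours' incubation at 37 deg C.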
TSG101-PTAP inh: blocks PTAP/TSG101 interaction to inhibit HIV-1 budding. Q99816. Fluorescence polarization, FITC-PTAP peptide / Tsg101 binding. 340,000 tested, under 10 active. AID 493005. Potency, µM (doses to about 115 µM), for the others: top-dose activity change, negative = inhibition, hits mostly inhibitors; active means well fitted inhibition curve with a large enough effect in the main read-out, with a control signal flat, not every such curve was filed as active; inconclusive means small, poorly fitted or top-dose-only effect, or effect the other way, or a change in a side signal; inactive means no such curve, though single readings can be large or run the other way; further: potency means the concentration at half of the fitted maximal effect; % of control where 0% means no effect
Target sequence (Q99816 whole entry, looked up): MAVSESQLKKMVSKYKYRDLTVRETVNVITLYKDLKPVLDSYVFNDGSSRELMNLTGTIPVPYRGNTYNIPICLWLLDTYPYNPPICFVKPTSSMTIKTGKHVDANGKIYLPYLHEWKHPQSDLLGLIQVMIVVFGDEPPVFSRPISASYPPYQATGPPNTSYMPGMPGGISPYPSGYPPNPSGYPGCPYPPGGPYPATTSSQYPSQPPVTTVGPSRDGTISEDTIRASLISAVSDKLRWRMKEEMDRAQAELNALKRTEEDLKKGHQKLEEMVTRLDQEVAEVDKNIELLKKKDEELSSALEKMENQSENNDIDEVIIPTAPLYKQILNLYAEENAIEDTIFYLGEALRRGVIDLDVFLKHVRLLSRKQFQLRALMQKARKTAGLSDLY
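Fluorescence anisotropy tracks displacement of a FITC-tagged PTAP peptide (50 nM) from the Tsg101 binding domain (10 uM), following a 20 min room-temperature incubation at pH 7.5.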
Mito fusion yeast: inhibitors of mitochondrial division or activators of mitochondrial fusion | S. cerevisiae fusion-defective mutant growth rescue, CellTiterGlo 48 h | Potency, µM (highest dose often 46.1 µM), inactives show at the top dose growth rescue (activation), actives largely listed as activators | hit rate 0.23% among 320,000 | AID 485298;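 further: potency means the concentration at half of the fitted maximal effect; % of control where 0% means no effect; nearly all actives have a fitted effect of over 45% in size; temperature-sensitive fusion mutants such as fzo1-1 at 37 °C on non-fermentable ethanol glycerol medium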
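Temperature-sensitive fusion-defective S. cerevisiae (e.g. fzo1-1, mgm1-5) were grown with compound in YPEG medium (3% ethanol, 3% glycerol) for 48 hours at 37C. Growth rescue was measured as viability by CellTiterGlo luminescence after 10 minutes at ambient.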
TCR activator: activators of T cell receptors | primary human leukocytes, anti-CD3, IL-2 HTRF, 48 h | Potency, µM (highest dose often 9.22 µM), inactives show at the top dose activation of IL-2 secretion, usual class: activators | 330,000 tested, under 10 active; further: % of control where 0% means no effect
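TCR engagement came from a-CD3 beads alone, with compounds added to primary human leukocytes for 48 hr. Secreted IL-2 bridged europium cryptate- and d2-labelled anti-IL-2 antibodies, giving FRET emission at 665nm after 320nm excitation.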
Menin-MLL TR inh: displaces Texas Red mutant MLL peptide from human menin; O00255; Menin + Texas Red MLL mutant peptide, fluorescence polarization; hit rate 0.23% among 270,000; Potency, µM (series often up to 61.6 µM), without a hit: at the highest dose FP activity change, negative = inhibition, actives largely listed as inhibitors; AID 1768; active means well fitted inhibition curve with a large enough effect in the polarisation, with a control signal flat, not every such curve was filed as active; inconclusive means small, poorly fitted or top-dose-only effect, or effect the other way, or a change in a side signal; inactive means no such curve, though single readings can be large or run the other way; the % refers to the polarisation; further: potency means the concentration at half of the fitted maximal effect; % of control where 0% means no effect; many of its hits are not listed in these tables
Target sequence (O00255 whole entry, looked up): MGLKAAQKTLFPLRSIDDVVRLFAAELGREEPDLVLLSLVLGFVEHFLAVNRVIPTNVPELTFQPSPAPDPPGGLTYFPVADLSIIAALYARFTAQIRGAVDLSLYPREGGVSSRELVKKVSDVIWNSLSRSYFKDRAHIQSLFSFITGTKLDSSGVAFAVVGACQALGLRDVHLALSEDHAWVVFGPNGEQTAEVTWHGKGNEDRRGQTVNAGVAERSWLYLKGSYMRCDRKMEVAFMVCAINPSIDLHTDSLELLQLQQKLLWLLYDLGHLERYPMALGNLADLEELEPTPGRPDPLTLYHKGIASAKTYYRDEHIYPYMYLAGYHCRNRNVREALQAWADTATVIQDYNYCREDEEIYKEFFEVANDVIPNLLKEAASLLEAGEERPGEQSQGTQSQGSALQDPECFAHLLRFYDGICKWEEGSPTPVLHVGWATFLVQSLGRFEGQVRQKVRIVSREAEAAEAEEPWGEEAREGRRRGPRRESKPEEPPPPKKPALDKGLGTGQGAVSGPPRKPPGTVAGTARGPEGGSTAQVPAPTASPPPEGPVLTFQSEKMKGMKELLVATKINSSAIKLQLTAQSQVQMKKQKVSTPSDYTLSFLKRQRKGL
Numbers without * were called inactive; ? = inconclusive; nt = no result given; & = joins results of further samples; [ ] = remark or other dose. Unless noted, the call rests on the fitted dose curve; in most records, active means well fitted curve in the direction sought with a large enough effect; inconclusive means small, poorly fitted or top-dose-only effect, or another doubt; inactive means no such curve, though single readings can be large; an effect the other way counts as inactive or inconclusive. Not all compounds are listed, so the mix of outcomes need not match the whole.

SMILES	CXXC DNA block	a7 integrin act	AT treatment	ASM inhibitor	MBNL1 CUG block	TSHR antag	TSG101-PTAP inh	Mito fusion yeast	TCR activator	Menin-MLL TR inh
COc1ccc(C(=O)OCC(=O)NCC2CCCCC2)c(OC)c1	nt	-17%	6%	0%	nt	-6	-4%	0%	0%	nt
COc1ccccc1C(CNC(=O)CNC(=O)c1ccc(C)c(C)c1)N1CCCC1 (configuration not stated)	nt	-8%	5%	2%	nt	-2	-4%	-10%	-2%	nt
CN1CC(C(=O)O)Cc2c1ccc1ccccc21 (configuration not stated)	5%	17%	5%	nt	?	-10	-11%	2%	4%	nt
CC1Oc2ccccc2N(CC(=O)N2CCc3ccccc32)C1=O (configuration not stated)	-5%	9%	-2%	6%	2%	-9	-1%	13%	-2%	-2%
COc1ccc(CCN(C)C(=O)C2CCN(Cc3ccc(C)cc3)CC2)cc1OC	-1%	6%	-1%	2%	-4%	7	-6%	-3%	2%	-18%
CCOC(=O)CCC(NC(=O)c1ccc(NCN2C(=O)c3ccccc3C2=O)cc1)C(=O)OCC (configuration not stated)	-1%	5%	12%	2%	7%	2	-1%	2%	-2%	6%
COc1ccc2c3c(c(=O)oc2c1)C1O[C@](CCCCN2C(=O)c4ccccc4C2=O)(Cc2c1ccc1ccccc21)O3	20%[23 µM]	nt	4%[11.5 µM]	nt	-13%[11.5 µM]	nt	nt	-6%[9.22 µM]	nt	-4%[11.7 µM]
O=C(C1CCN(S(=O)(=O)c2c(Cl)cccc2Cl)CC1)N1CCCC1	nt	0%	?	1%	nt	34	0%	nt	1%	nt
COCCn1c(SCC(=O)Nc2sc(C)c(C)c2C#N)nnc1-c1ccc(OC)cc1	-6%	-20%	2%	-3%	9%	-7	-11%	2%	2%	?
CCS(=O)(=O)N1CCC(C(=O)O)CC1	-4%	5%	5%	0%	-2%	0	-5%	3%	-1%	10%
O=C1CN(S(=O)(=O)c2ccccc2Cl)CCN1	nt	-3%	11%	3%	nt	20	-12%	0%	3%	nt
CSc1ncccc1C(=O)Nc1ccc(S(=O)(=O)NC2=NCCCCC2)cc1	0%	26%	-6%	-2%	-2%	-2	-1%	20%	10%	-3%
CCC(NC(=S)NCc1ccccc1)C(=O)O (configuration not stated)	2%	11%	1%	1%	-5%	-5	2%	0%	-1%	0%
Oc1ccccc1-c1cc(-c2ccco2)[nH]n1	10%	-10%	4%	-1%	0%	2	0%	4%	-1%	?
CCCn1cc(CN2CCC(n3nccc3NC(=O)C(OC)c3ccccc3)CC2)c(C)n1 (configuration not stated)	-15%	-25%	6%	-1%	-8%	13	-7%	-9%	0%	-3%
Cc1ccc(C)c(OCC(O)CN2C(C)CCCC2C)c1 (configuration not stated)	6%	-38%	0%	-1%	-9%	1	-2%	2%	2%	1%
CCN1C(=S)N[C@@H](c2cccc(F)c2)C(C(=O)OC)=C1C	4%&6%	-17%	-5%&-1%	4%	5%&3%	10&-1	-1%	-6%&-13%	1%	-6%&-20%
O=C1CSC(=S)N1/N=C/c1ccc(C(F)(F)F)cc1	1%	?	26%	-2%	4%	-1	2%	-4%	-4%	?
O=C(CCCc1nc(-c2ccccc2)no1)NCc1cccnc1	-8%	3%	29%	2%	1%	-21	-5%	8%	6%	-7%
Cc1cc(NS(=O)(=O)c2ccc(NC(=O)C(F)(F)F)cc2)nc(C)n1	-2%	0%	3%	-3%	5%	1	-4%	0%	3%	1%
COCCCNC(=O)c1ccc(-c2csc(C)n2)cc1	-2%	17%	-2%	2%	-18%	5	-3%	29%	-16%	2%
Cc1sc(NC(=O)C2=COCCO2)nc1-c1ccc(F)cc1	nt	-38%	-3%	-2%	nt	-1	-2%	6%	5%	nt
Cc1cc2c(c(=O)n1CCN(C)C)C(c1ccccc1Br)C(C#N)=C(N)O2 (configuration not stated)	-15%	-33%	16%	-1%	10µM*	11	-4%	2%	1%	2%
CCc1c(C)nc2c(Br)cccc2c1SCCC#N	1%	5%	13%	-4%	35%[activator]	-5	-1%	2%	-18%[46.1 µM]	6%
CC(=O)c1c(C)oc2c1C(=O)c1ccccc1C2=O	5%	0%	-2%	3%	25%	8	-6%	-2%	3%[46.1 µM]	12%
CSc1nc2ccc(S(=O)(=O)NC3CCCCC3)cc2s1	-1%	-14%	-1%	-12%	4%	-4	1%	-14%	9%	nt
O=C(CN1C(=O)/C(=C\c2ccccc2F)SC1=S)Nc1nc2ccccc2s1	-5%	20%	-7%	-26%	-14%	0	1%	13µM*	3%[46.1 µM]	?
COC(=O)CCSc1nc(N2CCOCC2)c2c(c1C#N)CC(C)(C)OC2	-8%	28%	-5%	-1%	-10%	-7	-2%	1%	11%	-14%
COc1ccc(-c2c3c(nc4sc5c(=O)[nH]c(C)nc5c24)CCC3)cc1	-10%	-19%	8%	4%	-13%	0	-7%	9%	-3%	-10%
COc1ccc(NC(=O)C2CCC2)cc1S(=O)(=O)N1CCOCC1	nt	18%	-2%	5%	nt	-11	1%	1%	6%	nt
COc1ccc(CNC(=O)COC(=O)CCC(=O)c2cccs2)cc1	-4%	-10%	-3%	-1%	-10%	-7	-7%	-2%	3%	nt
Cc1nc(SC(C)C(=O)c2c(N)n(C)c(=O)n(C)c2=O)c2c(C)c(C)sc2n1 (configuration not stated)	nt	-4%	-1%	-5%	nt	1	-1%	1%	1%	nt
COc1cccc(NC(=O)CCSc2nnc3scc(-c4ccccc4)n23)c1	5%	-31%[inhibitor]	-11%	1%	-3%	8	-2%	4%	3%	11%
O=C(NCc1ccco1)C1CC(=O)N(c2cccc(Cl)c2)C1 (configuration not stated)	3%	4%	0%	-12%	0%	11	-2%	-3%	-1%	-15%
O=C(NCCN1CCOCC1)C1CCC(=O)N1Cc1ccc(F)cc1 (configuration not stated)	5%	0%	-2%	0%	0%	10	-5%	-1%	-10%	-13%
CC(C)N(CCNC(=O)C1CCCN(c2ncnc3c2nc2n3CCCCC2)C1)Cc1ccccc1 (configuration not stated)	-2%	-48%	4%	1%	0%	0	-6%	-1%	-5%	-14%
Cn1nc(-c2ccccc2)c(CSc2ccccc2)c1Cl	0%	3%	15%	-7%	-3%	-10	1%	11%	-1%	12%
C/C(=N\Nc1ncc(Cl)cc1Cl)c1ccc(N2CCOCC2)cc1	-3%	22%	-19%	-5%	-2%	-1	2%	-17%	nt	11%
CC(=O)Nc1ccc(OCC(O)Cn2ccnc2C)cc1 (configuration not stated)	8%	9%	4%	4%	-7%	-6	-5%	-1%	1%	2%
CCOC(=O)C[C@H]1c2cc(F)ccc2S(=O)(=O)N1C(C)C	nt	9%	nt	4%	nt	nt	1%	nt	3%	nt
O=c1c2ccccc2n2nnnc2n1-c1ccccc1	4%	-5%	nt	0%	-14%	nt	-4%	8%	2%	11%
O=C(NCc1nc2ccccc2[nH]1)C1=C[C@@H](c2csc3ccccc23)C[C@@H](OCc2ccc(CO)cc2)O1	1%	-18%	-4%	-8%	4%	-4	0%	-2%	-12%	-6%
CN(C)CCN1C(=O)c2ccccc2C1=O	nt	17%	-8%	-7%	nt	4	1%	-6%	-4%	nt
CCCCNC(=O)C(NS(=O)(=O)c1cccc2nsnc12)c1ccccc1 (configuration not stated)	1%	-14%	3%	2%	?	27	-10%	-1%	-2%	-8%
O=C(O)COc1ccc(NC(=O)c2cccs2)cc1	nt	29%	nt	0%	nt	nt	1%	nt	0%	nt
Cc1nn(C(C)(C)C)c(NC(=O)c2ccc(Cl)cc2)c1Br	5%	32%	3%	1%	4%	-2	0%	1%	4%	nt
Cc1cc(=O)oc2cc(OCC(=O)NCc3ccccn3)ccc12	13%	31%	6%	19%	0%	15	-2%	1%	-5%	?
Cn1c(CN2CCCCC2)nc2cc(NS(=O)(=O)c3ccc(F)cc3)ccc21	-12%	-12%	-3%	6%	17%	-10	0%	2%	4%	-14%
Cc1ccc(NC(=O)COC(=O)c2cc(Cl)cc(Cl)c2)c(Br)c1	6%	?	0%	1%	-3%	8	-3%	-3%	-1%[46.1 µM]	-2%
CCOC(=O)N1CCC(=NNc2ccc(S(=O)(=O)N3CCOCC3)cc2[N+](=O)[O-])CC1	5%	-22%	-9%	-7%	?	5	-1%	2%	1%[46.1 µM]	-1%
C/C(=N\NC(N)=S)c1ccc(Cl)s1	-8%	-26%	-11%	0%	?	1	-4%	3%	2%[46.1 µM]	2%

Compound activity deposited in PubChem by National Center for Advancing Translational Sciences (NCATS).
